# TNAP act hiacc – TNAP activators at high phosphate acceptor level, primary screen, biochemical, luminescence, uHTS; Alkaline phosphatase, tissue-nonspecific isozyme (Homo sapiens), P05186; purified TNAP, CDP-star luminescence, 1 M DEA, 30 min; stronger effect = higher value; 0 = EDTA background, 1 = DMSO-only activity; activation factor at 20 µM; 200,000 tested, under 10 active;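 active means activation factor at least 2 at 20 µM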
# Target sequence (P05186 whole entry, looked up): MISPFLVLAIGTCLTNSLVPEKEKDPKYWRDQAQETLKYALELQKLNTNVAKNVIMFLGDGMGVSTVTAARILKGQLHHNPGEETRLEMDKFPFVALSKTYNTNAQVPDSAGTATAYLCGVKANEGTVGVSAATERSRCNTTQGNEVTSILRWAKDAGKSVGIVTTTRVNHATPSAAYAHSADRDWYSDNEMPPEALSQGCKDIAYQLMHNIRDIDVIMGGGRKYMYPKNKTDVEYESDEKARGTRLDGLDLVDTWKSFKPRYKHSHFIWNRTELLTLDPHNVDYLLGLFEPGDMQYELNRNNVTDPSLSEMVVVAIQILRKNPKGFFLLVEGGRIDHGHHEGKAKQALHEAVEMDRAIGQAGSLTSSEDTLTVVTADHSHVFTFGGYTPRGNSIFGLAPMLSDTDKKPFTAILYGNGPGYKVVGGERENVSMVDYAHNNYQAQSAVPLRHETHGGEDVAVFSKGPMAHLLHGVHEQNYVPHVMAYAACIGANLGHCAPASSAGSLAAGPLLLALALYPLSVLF
#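 system = human TNAP | amount = enzyme diluted 1/800 final | reagent = 100 µM CDP-star substrate | signal = luminescent substrate turnover signal | dosing = one dose, 20 µM | benchmarks = EDTA negative control, DMSO positive control | measure = activation factor | timing = 30 min reaction, room temperature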
# FLuc inh counter – firefly luciferase enzyme inhibitors, primary screen, artefact control for luciferase-based inhibitor screens, biochemical, luminescence, ATPLite; 10 min; hit rate 1.5% among 200,000; AID 1006, 2008; inhibition, % at 10 µM;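 active means inhibition above about 50% when tested at 10 µM, limit read from the data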
# Target sequence (P08659 whole entry, looked up): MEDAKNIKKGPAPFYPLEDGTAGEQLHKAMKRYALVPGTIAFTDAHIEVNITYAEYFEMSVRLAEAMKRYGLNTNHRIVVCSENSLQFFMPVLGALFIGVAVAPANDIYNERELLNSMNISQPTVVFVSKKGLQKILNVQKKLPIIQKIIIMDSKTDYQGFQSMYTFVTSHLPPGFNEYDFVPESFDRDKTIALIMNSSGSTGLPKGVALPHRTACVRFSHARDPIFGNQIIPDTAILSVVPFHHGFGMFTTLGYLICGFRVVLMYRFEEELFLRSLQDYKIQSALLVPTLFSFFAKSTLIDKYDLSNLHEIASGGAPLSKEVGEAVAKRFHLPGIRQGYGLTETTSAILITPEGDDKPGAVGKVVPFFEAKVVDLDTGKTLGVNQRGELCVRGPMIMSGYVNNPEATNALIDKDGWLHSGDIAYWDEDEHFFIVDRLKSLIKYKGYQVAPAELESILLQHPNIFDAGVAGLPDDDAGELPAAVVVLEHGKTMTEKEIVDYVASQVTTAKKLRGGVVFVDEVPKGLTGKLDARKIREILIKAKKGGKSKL
# RAM inhibit – inhibitors of the yeast RAM network, primary screen, dse1pr::URA3 reporter, 5-FOA selection | inhibition, % at 50 µM | hit rate 1.8% among 190,000 | S. cerevisiae dse1pr::URA3 reporter, 5-FOA growth OD615, 2 d; analog-sensitive cbk1-as2 kinase mutant strain;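 active means inhibition above a set limit, 3 SD over mean compound inhibition, cut at about 8.4% in these data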;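 further: 0% = DMSO-only wells with no growth and 100% = 10 µM 1-NA-PP1 full growth; inhibition rescues growth on 5-FOA so higher OD means more RAM inhibition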
# bIAP inh – bovine intestinal alkaline phosphatase inhibitors, primary screen, selectivity assay for TNAP inhibitor project, biochemical, bovine IAP, CDP-star luminescence; inhibition, % at 20 µM; 190,000 tested, under 10 active; AID 1019, 2008; alkaline phosphatase, intestinal [Bos taurus]; purified bovine IAP, 30 min;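 active means over 50% inhibition of intestinal alkaline phosphatase at 20 µM in the single-dose screen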
#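 Assay system – bovine IAP enzyme · Quantity – bovine IAP at 1/65,000,000 final dilution · Detection – CDP-star luminescence signal · Times – 30 min reaction at room temperature · Also added – CDP-star substrate at 30 µM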
# APP transl inh – inhibitors of APP translation via 5'UTR reporter, primary screen, APP 5'UTR luciferase, SH-SY5Y cells. SH-SY5Y APP 5'UTR-luciferase reporter, luminescence. inhibition, % at 2 µM. hit rate 0.82% among 190,000. AID 1285, 2008;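 active means inhibition above a set limit, derived from the sample mean plus 3 SD, cut at about 45% in these data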; further: values of inactives mirror those of a sister screen read the other way
# FLuc stim CS – FLuc activators, initial screening, artefact control for FLuc-dependent activation tests, biochemical, ATPlite luminescence; Luciferin 4-monooxygenase (Photinus pyralis), P08659; ATPlite luciferase biochemical, 10 min; 0 = ATP-free wells, 1 = DMSO control; activation factor at 10 µM; 200,000 tested, under 10 active;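 active means luciferase activation factor, scaled between plate controls, of at least 2 with compound at 10 µM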
#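 Material: Luciferase/luciferin reagent mix; Doses: test compounds dosed from 2 mM stocks in 100% DMSO; Schedule: 10 min incubation after luciferase reagent addition, room temperature; Measured by: luminescence from luciferase reaction; Read-out: luminescence gain marking luciferase activators.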
# TNAP inh hiacc – human TNAP enzyme inhibitors, primary screen, biochemical, luminescent, high phosphate acceptor level, uHTS | inhibition, % at 20 µM | purified TNAP, CDP-star luminescence, 1 M DEA | Alkaline phosphatase, tissue-nonspecific isozyme (Homo sapiens), P05186 | hit rate 0.03% among 200,000 | AID 1135, 2008;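 active means over 50% inhibition of tissue-nonspecific alkaline phosphatase at 20 µM in the single-dose screen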;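 further: plate controls were DMSO wells for no effect and EDTA-quenched wells as full inhibition for full effect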
# Lmaj promast – Leishmania major promastigote growth inhibition, primary screen. Leishmania major promastigotes, resazurin fluorescence viability. inhibition, % at 10 µM. hit rate 9% among 200,000; in the data active means inhibition above about 50%;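 further: promastigotes grown with compound for 44 hours at 28 °C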
# TNAP inh noacc – human TNAP enzyme inhibitors, primary screen, biochemical, luminescent, no phosphate acceptor, uHTS | purified TNAP, CDP-star luminescence, 30 min | inhibition, % at 20 µM | hit rate 0.26% among 200,000;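 active means tissue-nonspecific alkaline phosphatase inhibition above about 50% at 20 µM in the single-dose screen, limit read from the data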;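 further: 0% = DMSO negative control and 100% = EDTA positive control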
# bIAP act – bovine intestinal alkaline phosphatase activators, primary screen, biochemical, bovine IAP, CDP-star luminescence; AID 1016, 2008; hit rate 0.17% among 200,000; activation factor at 20 µM; alkaline phosphatase, intestinal [Bos taurus]; purified bovine IAP, 30 min; stronger effect = higher value; fold of DMSO-control signal, blank-subtracted;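 active means activation factor of 2 or more at 20 µM, a signal rise over negative controls twice the positive control's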
# Starred values were filed as active, the others as inactive.
SMILES,TNAP act hiacc,FLuc inh counter,RAM inhibit,bIAP inh,APP transl inh,FLuc stim CS,TNAP inh hiacc,Lmaj promast,TNAP inh noacc,bIAP act
C#CCOCCOCCOCCNc1nc(N2CCN(C(=O)[C@H](Cc3cc4ccccc4[nH]3)n3cc([C@@H](N)C(C)CC)nn3)CC2)nc(N2CCN(C(=O)[C@H](CCCCN)n3cc([C@@H](N)CO)nn3)CC2)n1 (stereo not given in full),1.1,-9.1,-0.6,-46.4,2.9,1.1,-9.9,-1.3,-9.7,1.5
COc1cc(C(=O)N/N=C(\C)c2ccc3c(c2)OCO3)cc(OC)c1OC,1,-0.6,-0.7,-1.2,90.6*,1,-1.4,-4.0,-8.3,1
COc1ccc(CNC(=O)CCCn2nc(C)c([N+](=O)[O-])c2C)cc1OC,1,-2.2,1.1,-3.4,-9.4,1,-1.4,-2.9,-14.7,1
CCOC(=O)Nc1nnc(CCc2ccccc2)s1,1.1,-7.3,0.6,4.5,15.4,1.1,-5.2,1.5,-6.0,1
N#CC1=C(N)SC(N)=C(C#N)C1c1ccc([N+](=O)[O-])cc1,1,-7.3,0.9,12.8,14.0,1.1,-2.5,-5.0,-28.4,0.9
CCCCC(=NCCc1c(C)[nH]c2ccccc12)C1=C(O)CC(c2ccccc2)CC1=O (stereo not given),1,0.6,4.3,13.6,5.1,1,-2.7,41.1,2.4,0.9
COc1cc(/C=C2/SC(=S)N(CC(=O)Nc3nc4ccccc4s3)C2=O)cc(OC)c1OC,1,-4.6,3.0,3.4,-26.2,1,4.1,-5.8,-3.5,1
COCCNc1nc(-c2ccc(OC)cc2)c(-c2ccc(OC)cc2)s1,1.1,-1.0,0.0,-18.2,13.8,1,-7.3,1.6,6.0,1.2
Cc1c(-c2ncn[nH]2)sc(C#N)c1-c1ccccc1,1,0.1,-1.5,-8.1,9.3,1,-2.6,-9.4,-8.4,1.1
Nc1nnc(SCC(=O)NN2C(=O)NC3(CCCCC3)C2=O)s1,1,-6.0,0.4,-32.5,1.6,1.1,-0.1,60.2*,5.9,1.3
CC(C)Oc1nnnn1-c1ccccc1,1.1,-2.3,1.5,7.8,3.8,1,-6.2,-4.6,-16.9,0.9
O=[N+]([O-])c1ccc(NCc2ccc3c(c2)OCO3)cc1,0.9,-1.1,-0.4,3.8,-15.1,1,5.6,22.5,-5.5,1
Cc1ccc(NC(=O)N(Cc2nc3ccccc3c(=O)[nH]2)Cc2cccs2)cc1,1,-3.8,1.4,9.1,21.8,1,-1.0,4.8,-8.3,0.9
COc1ccccc1C1(O)CCN(CC(=O)Nc2c(C)nn(C)c2C)CC1,1.1,0.1,-0.1,-0.1,0.2,1,-8.4,11.7,-11.1,1
Cc1ccc(-c2noc(C3CCCCC3)n2)cc1,1,11.8,0.0,6.2,-24.3,0.9,-4.1,-7.8,-12.1,0.9
O=C(CN1C(=O)c2cccc3cccc1c23)Nc1cccnc1,1,-0.9,0.4,-2.5,-11.7,1,1.4,10.4,-5.1,1
CN(C)/C=N/c1nc2nccc(-c3ccccn3)n2n1,1,-8.2,-0.4,0.0,12.7,1.1,-4.6,-1.9,-15.5,1
O=C1/C(=C/c2ccccc2)SC(=S)N1N1C(=O)C2CC2C1=O (stereo not given),1,0.4,1.4,10.8,30.5,1,1.2,10.5,-3.4,0.9
O=C1CCCN1c1ccc(S(=O)(=O)Nc2ccc3c(c2)OCCO3)cc1,1,-8.1,0.5,11.6,38.9,1.1,-3.9,-2.0,-13.7,0.9
O=C(c1ccccc1)c1coc2ccc(O)c(Cl)c12,1,0.9,2.2,8.7,-21.9,1,-4.5,-4.9,-7.3,0.9
CCOC(=O)CC1C(=O)NCCN1C(=O)Nc1ccccc1 (stereo not given),1,-4.5,1.0,13.5,-23.1,1,1.5,-6.2,-9.5,0.9
CCOc1ccccc1C1C(C(=O)Nc2ccc(OC)cc2)=C(C)Nc2nc(CCCO)nn21 (stereo not given),1,-1.7,0.2,38.4,-9.3,1,-2.4,-5.7,-4.1,0.6
O=C(CSc1nnc(-c2cccnc2)s1)Nc1ccnc2ccccc12,1,-6.6,2.6,34.4,-9.6,1.1,1.8,0.8,-11.5,0.7
CCOC(=O)c1c(C)c(C(=O)NCc2ccc(OC)cc2)c(C)n1C,1,1.2,2.3,2.8,15.3,1,0.2,-2.2,-6.5,1
O=C(CSCc1c(F)cccc1Cl)NCCSCc1ccco1,1.1,-5.5,3.5,26.2,-12.1,1.1,-5.4,-4.0,-11.2,0.7

# Shown with bars between the fields: 2 of the compounds above.
compound | TNAP act hiacc | FLuc inh counter | RAM inhibit | bIAP inh | APP transl inh | FLuc stim CS | TNAP inh hiacc | Lmaj promast | TNAP inh noacc | bIAP act
CCOC(=O)Nc1nnc(CCc2ccccc2)s1 | 1.1 | -7.3 | 0.6 | 4.5 | 15.4 | 1.1 | -5.2 | 1.5 | -6.0 | 1
N#CC1=C(N)SC(N)=C(C#N)C1c1ccc([N+](=O)[O-])cc1 | 1 | -7.3 | 0.9 | 12.8 | 14.0 | 1.1 | -2.5 | -5.0 | -28.4 | 0.9

# New compounds follow:
SMILES,TNAP act hiacc,FLuc inh counter,RAM inhibit,bIAP inh,APP transl inh,FLuc stim CS,TNAP inh hiacc,Lmaj promast,TNAP inh noacc,bIAP act
O=C(COc1ccc(S(=O)(=O)N2CCCCC2)cc1)NCc1ccncc1,1,-4.9,0.6,-1.3,-11.9,1,-3.6,12.1,-9.0,1
O=C(NCc1cccnc1)c1cnc2n(c1=O)CCS2,1,-4.4,1.8,7.6,-5.7,1,-0.5,-4.5,-5.2,0.9
CSCCC(NS(=O)(=O)c1ccc(Cl)cc1)C(=O)OCC(=O)NC1CC1 (stereo not given),1,-0.9,-0.7,-2.2,3.5,1,-0.6,-1.7,-8.0,1
COc1ccc(-n2c(CNC(=O)c3ccc(S(=O)(=O)N4CCCC4)cc3)n[nH]c2=S)cc1,1,0.7,0.5,-0.8,-10.0,1,-0.8,-4.7,1.8,1
Cc1ccc(NC(=O)CN(C)C(=O)CN2C(=O)NC(C)(c3ccccc3)C2=O)cc1 (stereo not given),1,-5.3,0.7,-2.7,-3.7,1.1,-4.0,-5.0,-0.1,1
CN(C)c1nc(-c2ccccc2)ncc1S(=O)(=O)c1ccccc1,1,0.5,1.2,11.4,-22.0,1,0.6,7.7,0.6,0.9
CCOC(=O)c1ccccc1NC(=O)Cn1cnc2c1c(=O)n(C)c(=O)n2C,1.1,-5.7,2.4,4.6,-5.7,1.1,-5.0,-1.2,-15.0,1
COc1ccc(CCNC(=O)c2ccccc2Cl)cc1OC,1,0.1,0.9,3.3,7.7,1,-3.0,-5.6,-5.1,1
COC(=O)C(NC(=O)c1ccc(F)cc1)(Nc1ncc(S(=O)(=O)c2ccc([N+](=O)[O-])cc2)s1)C(F)(F)F (stereo not given),1,-6.5,2.1,5.3,-7.0,1.1,-1.1,58.1*,-5.3,0.9
CC1Cc2ccccc2N1C(=O)COC(=O)c1ccc(Br)o1 (stereo not given),1,-4.2,0.4,5.5,5.5,1,-4.9,-6.8,-16.7,0.9
CC(=O)Oc1ccc(NC(=O)C2CCCCC2)c(C(=O)O)c1,1,-5.4,-0.3,-0.7,-8.2,1.1,1.1,-5.4,5.5,1
CCCCn1c(N)c(Sc2ccccc2)c(=O)[nH]c1=O,1,-5.0,1.7,13.6,-21.1,1.1,-4.5,-1.7,-8.9,0.9
CN1c2ccccc2-c2nc3ccccc3n2C1c1ccncc1 (stereo not given),1,-5.5,0.8,3.6,-4.9,1.1,2.6,26.3,-6.5,1
COc1ccc(O)c(CN2CCN(C/C=C/c3ccccc3)CC2)c1,1.1,-6.7,0.0,-1.5,-6.8,1.1,-7.2,85.0*,-12.1,1
Cc1ccc(C)n1-c1ccc(C(=O)NN=C2CCCC2)cc1,1.4,8.4,1.7,-35.5,-0.5,0.9,-43.2,-6.3,-124.0,1.4
CCOCCCNc1nc(C)nc2c1nnn2Cc1c(F)cccc1Cl,1,-9.1,0.8,-9.4,-4.5,1.1,-1.6,16.9,-1.4,1.1
Cc1cccc(NC(=S)NNC(=O)c2csc3c2CCCC3)c1,1.1,57.0*,0.7,-18.9,-92.3,0.4,-5.6,-7.3,-23.1,1.2
COC(=O)C(C)(C)ONC(=O)Nc1ccc(C)cc1,1,14.5,1.5,2.5,-2.4,0.9,2.0,-6.6,-10.8,1
COc1ccc(NC(=S)N/N=C/c2ccc(F)cc2)cc1OC,1,-1.5,3.6,2.0,10.2,1,0.1,-3.1,-21.7,1
Cc1ccc(N2C(=O)CC(NCC3CCCO3)C2=O)cc1 (stereo not given),1,-2.3,3.4,5.6,9.0,1,-3.7,-3.1,-5.3,0.9
O=C(Cn1cnc2c(nnn2Cc2ccccc2F)c1=O)OCc1ccccc1,1,1.2,1.6,0.0,-15.7,1,1.3,-7.0,-4.4,1
CC1CC/C(=C\c2ccc3c(c2)OCO3)C(=O)/C1=C/c1ccc2c(c1)OCO2 (stereo not given),0.9,-4.5,10.0*,38.4,-2.3,1,5.7,45.0,3.7,0.6
NC(=O)C1CCN(c2cc(Cl)nc(N)n2)CC1,1,0.4,-0.1,-13.2,-28.4,1,-3.8,-1.2,-8.8,1.1
COc1ccc(NC(=O)CN2CCC(n3c(C)nc4cc(F)ccc43)CC2)c(OC)c1,1,-1.1,1.2,8.3,4.2,1,-1.5,8.1,-5.8,0.9
CCOC(=O)Cc1ccc(NC(=O)c2ccc([N+](=O)[O-])cc2)cc1,1,23.3,1.9,4.5,-2.8,0.8,-1.7,6.1,-10.3,1
Cc1ccc(-n2c(C)nnc2SCC(=O)N2CCc3ccccc3C2)cc1C,1,2.4,0.5,0.1,0.3,1,-2.1,15.1,-4.8,1

# Some values from the list.
# For APP transl inh, `COc1ccc(NC(=S)N/N=C/c2ccc(F)cc2)cc1OC` shows 10.2
# For FLuc stim CS, `CCOC(=O)c1ccccc1NC(=O)Cn1cnc2c1c(=O)n(C)c(=O)n2C` shows 1.1
# For bIAP inh, `CC(=O)Oc1ccc(NC(=O)C2CCCCC2)c(C(=O)O)c1` shows -0.7
# For TNAP inh hiacc, `O=C(NCc1cccnc1)c1cnc2n(c1=O)CCS2` shows -0.5
# For FLuc stim CS, `COC(=O)C(C)(C)ONC(=O)Nc1ccc(C)cc1` shows 0.9

# No enrichment for hits; 13% or so of the library scored in one or more.
